INS promoter inh = inhibitors of insulin promoter-driven GFP, primary screen, imaging, TRM-6 cells (human fetal islet line), eGFP reporter, cell count | reporter expression induced with tamoxifen | inhibition, % at 2 µM | hit rate 0.9% among 130,000 | AID 1273, 2008;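 active means inhibition above the mean plus 3 SD, with well images judged a real hit on visual review, cut at about 60% in these data, passing the limit was not always enough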
SDO1 yeast rescue = growth rescue of sdo1-depleted yeast, primary screen, S. cerevisiae, bone marrow failure model; hit rate 0.21% among 140,000; z-score at 10 µM; S. cerevisiae sdo1-depleted JHY4D growth rescue, OD600 30 h; stronger effect = higher value; pdr5 snq2 efflux-pump mutant strain;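 active means z-score above 3 at both the 24 hr and the 30 hr optical density reads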;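 further: z-score against mean and SD of all compound wells on the same plate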
SDO1 yeast rescue Rescue 24 h = recorded beside SDO1 yeast rescue, whose call it bears; z-score; S. cerevisiae sdo1-depleted JHY4D growth rescue, OD600; measured here: growth rescue at 24 h;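 0 is the plate mean of compound wells and units are plate SD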
The depositor's hits bear a star; i = inactive; . = no result given. This is a subset, so the mix of outcomes need not match the whole.

SMILES	INS promoter inh	SDO1 yeast rescue	SDO1 yeast rescue Rescue 24 h
CCOc1ccccc1NC(=O)c1cccc(NC(=O)C(C)C)c1	-14	.	.
CCOC(=O)c1sc(NC(=O)CSc2nc(C)cc(C(F)(F)F)n2)c(C#N)c1C	7	-0.08	0.62
c1ccc2c(N3CCCCC3)nnc(N3CCCCC3)c2c1	23	-1.5	-0.73
CCOC(=O)c1sc(Nc2ccc(C)cc2C)nc1C	29	-2	-1.4
Cc1ccc(CNC(=O)c2ccc(Cl)cc2[N+](=O)[O-])cc1	-46	0.94	0.42
CC1(C)C(=O)C2(CCCCC2)C(=O)OC1c1ccc(O)cc1 (stereo not given)	-16	-0.63	3
Cc1cccc(NC(=O)C2(c3ccccc3)CC2(Cl)Cl)c1 (stereo not given)	.	-1.3	-0.64
Cc1cccn2cc(CSc3nnc(Nc4ccc(C(C)C)cc4)s3)nc12	.	-1.7	-1.5
COC(=O)c1sc(=S)n(-c2cc(F)ccc2F)c1N	-25	2.3	1.7
Nc1ccc2c(c1)OC1(CCCCC1)O2	15	.	.
COCCn1c(SCC(=O)N2CC(=O)Nc3ccccc32)nc2ccccc21	-49	0.26	-0.47
O=C1c2ccccc2CCC1C(O)c1ccccn1 (stereo not given)	0	0.81	0.74
COc1ccc(-c2cc(-c3ccc(Br)cc3)nc3ncnn23)cc1OC	-23	-2.7	-1.1
Cn1nc(C(=O)NCc2ccccc2)c2ccccc2c1=O	36	-0.06	0.07
O=C(O)CC1S/C(=N/N=C/c2ccc(-c3ccccc3[N+](=O)[O-])o2)NC1=O (stereo not given)	.	0.98	0.97
Cc1cc(C(=O)COC(=O)CNC(=O)c2ccco2)c(C)n1Cc1ccco1	.	-0.02	-0.08
CC1=Nc2ccc(C)cc2/C1=C/c1c(N)n2c(S(=O)(=O)C(C)C)nsc2nc1=O	-73	.	.
CSc1nc(-c2ccco2)cc(C(F)(F)F)c1C#N	6	-0.34	0.41
CCn1nccc1C(=O)Nc1ccc(Cl)cc1Cl	38	1	0.17
C=CCOC(=O)/C(=C/c1cccc2ccccc12)NC(=O)c1ccccc1	-27	-0.88	-0.81
CC(=O)OC1CCC2(C)C(COc3ccc4ccc(=O)oc4c3)C(C)(O)CCC2C1(C)C (stereo not given)	.	-0.7	-0.83
Cc1cnc(SCc2cnc(C)nc2N)nc1	-5	.	.
CCN(Cc1ccncc1)Cc1nc(CC2CC2)no1	-264	.	.
CSc1ccc(CCNC(=O)CSc2ccsc2[N+](=O)[O-])cc1	11	-0.64	0.23
COc1ccc(C/C(C)=N/NC(=S)Nc2ccc(C)c(C)c2)cc1	.	-0.54	-1.2
O=C(/C=C1\NC2(CCCC2)Cc2ccccc21)C(=O)N/N=C/c1ccccc1O	17	-0.05	-0.28
Cc1cc2c(ncn2Cc2ccccc2)c(NS(C)(=O)=O)c1C	-17	1.2	1.5
COc1ccsc1C(=O)N1CCN(Cc2ccc3c(c2)OCO3)CC1	-3	1.5	0.73
CCOc1ccc(OCC)c(S(=O)(=O)NCCCN2CCOCC2)c1	3	0.25	-0.16
CCS(=O)(=O)c1ccc(N=Nc2ccc(O)c3ncccc23)c(OC)c1	i	.	.
CCOC(=O)COc1ccc(-c2nnc(-c3ccccc3)o2)cc1	.	0.38	0.25
O=C(NCc1nc2ccccc2[nH]1)c1ccc(Cl)c(S(=O)(=O)N2CCCC2)c1	33	0.44	0.6
COCP(=O)(c1ccccc1)c1ccccc1	-35	-0.28	-0.2
CCC(CO)NC(=O)c1ccc(-c2nn(C)c(=O)c3ccccc23)cc1 (stereo not given)	-22	0.71	-0.12
CC(/C=C/c1ccco1)=N/NC(=O)Cc1cccs1	.	-0.72	-0.14
Cc1ccc2c(c1)C(=O)CCN2	7	1.1	0.81
CCC1=[N+]([O-])C(C)(/C(C)=N\O)N(O)C1(C)C (stereo not given)	23	1.3	0.33
O=c1oc(-c2ccc(Br)o2)nc2ccccc12	30	-0.56	-0.52
Cc1cc2c(NCC(C)O)ncnc2s1 (stereo not given)	-6	0.98	1.4
Cc1ccc2nc(SCC(=O)Nc3cc(C)on3)[nH]c2c1	.	-0.09	-0.64
C=CCNc1ccc(N2C(=O)C3CCC(C)CC3C2=O)cc1[N+](=O)[O-] (stereo not given)	-53	.	.
CC(C)NC(=O)c1onc(CSc2ccccc2F)c1C(=O)O	3	0.67	0.57
COc1ccc(/C=C/C(=O)Nc2cc(C(F)(F)F)ccc2Cl)cc1	.	1.2	3.8
Cc1cc(NC(=O)CSc2nc(CC(C)(C)C)nc3c2c(=O)n(C)c(=O)n3C)no1	.	0.11	0.48
NC(=O)C1CCN(C(=S)c2ccc(-c3ccc(Br)cc3)o2)CC1	-38	.	.
Cc1ccc(S(=O)(=O)NC(=O)c2ccc(-c3ccc(C)c4ccccc34)o2)cc1	19	-0.25	0.17
COc1ccc(-c2nc3ccccc3c(=O)n2CCOc2ccccc2C)cc1	.	0.63	0.51
COC(=O)C1=C(O)/C(=C\c2ccc(CNC(=O)C(=O)Nc3ccc(C)cc3)o2)N=C1C	-57	-0.33	1
CCc1nnc(NC(=O)CSc2nc(-c3ccccc3)cc(-c3ccc(F)cc3)c2C#N)s1	.	-0.6	-0.27
O=C(Oc1ccc(Cl)c2ccccc12)N1CCCCC1	-147	-0.75	-1.1
Cc1cc(=O)c(C(=O)O)cn1Nc1ccc(Cl)cc1	11	-0.08	-0.91
COc1cc(CC(=O)Nc2ccc3nc(C)sc3c2)cc(OC)c1OC	-18	1.1	-0.06
COc1cc(CC(=O)O)c(C(C)=O)cc1OC	-9	0.52	-0.15
Cc1cc(C)cc(NC(=O)CSc2nnc(CN3CCOCC3)n2C)c1	-36	0.61	1
Cc1cccc(N(C)c2cc(C)nc3nc(C)nn23)c1	.	-0.59	-0.63
O=S(=O)(NC1CCCCC1Nc1ccccc1)c1ccccc1 (stereo not given)	3	0.22	0.54
CCc1nc(Nc2ccncc2)c2oc3ccccc3c2n1	3	0.97	1.3
O=C(NCCCNCc1ccccc1)c1ccncc1	12	0.59	0.73
COCCN(C(=O)Nc1ccccc1)c1ccccc1C	-18	-0.03	-0.73
CC(=O)Nc1sc2c(c1C#N)CC(C)(C)NC2(C)C	0	0.36	0.46

Remaining list, next part:
Values in the order: INS promoter inh | SDO1 yeast rescue | SDO1 yeast rescue Rescue 24 h
> CN(C)S(=O)(=O)c1cccc(NC(=O)/C=C/c2ccccc2[N+](=O)[O-])c1
 : -33 | . | .
> CCCc1cc(=O)[nH]c(SCC(=O)N(CC(C)C)C2CCS(=O)(=O)C2)n1 (stereo not given)
 : . | 0.22 | -0.11
> Cc1cccc(N2CCN(C(=O)Cc3ccc(Br)cc3)CC2)c1C
 : -8 | -1.3 | -0.14
> CCc1ccc2[nH]c(=O)c(CN(CCN3CCOCC3)C(=O)Nc3ccccc3F)cc2c1
 : -4 | 1.1 | 0.04
> CCN(CC(=O)NC(C)C)C(=O)C(CCSC)NC(=O)c1cccc(C)c1 (stereo not given)
 : -19 | -1.1 | -0.47
> C/C(=N/NC(=O)C(=O)N/N=C(/C)c1ccccc1)c1ccccc1
 : -62 | . | .
> O=c1[nH]c2cc3c(cc2cc1CN(CCc1ccccc1)Cc1nnnn1CC1CCCO1)OCO3 (stereo not given)
 : 30 | 0.53 | -0.03
> CCC(=O)NC(Cc1ccccc1)c1ccc2c(c1)OCCCO2 (stereo not given)
 : . | 0.78 | 0.51
> CC1(C)c2ssc(=S)c2-c2ccccc2N1C(=O)c1ccco1
 : 27 | -0.18 | 1.6
> O=C(CSc1nc2ccccc2[nH]1)Nc1ccc(F)c(F)c1
 : 8 | -0.41 | 0.1
> O=C(Cc1ccccc1)Nc1ccc(NC(=O)c2ccco2)nc1
 : 35 | 0.47 | -0.28
> O=C(CN1C(=O)NC2NC(=O)NC21)NN=C1CCCC1 (stereo not given)
 : -50 | -0.11 | -0.25
> Cc1ccccc1OCC(=O)Nc1ccccc1CO
 : . | -0.32 | -0.52
> COc1cc(C(C#N)N2CCCCC2)ccc1O (stereo not given)
 : . | 0.08 | -0.67
> CC(=O)OCN(C#N)c1nc(N(C)C)nc(N(C)C)n1
 : . | 0.29 | 0.34
> Cc1ccc(NS(=O)(=O)c2ccc(NS(=O)(=O)c3cccs3)cc2)cc1
 : -12 | 1.2 | 0.74
> O=C(NCc1ccccn1)[C@@H]1C[C@H]1[C@@H](NP(=O)(c1ccccc1)c1ccccc1)c1ccccc1
 : 9 | -0.58 | -0.69
> CCCn1nc(C(=O)Nc2nc3ccccc3[nH]2)c2ccccc2c1=O
 : 68 | -0.34 | -0.58
> O=[N+]([O-])c1ccc(Sc2nnnn2-c2ccccc2)c(Cl)c1
 : 55 | -1.4 | -1.3
> O=C(Cn1cc(S(=O)(=O)N2CCN(c3ccccc3F)CC2)c2ccccc2c1=O)NCCCN1CCCCCC1
 : 19 | . | .

Reformatted as labelled records: three of the compounds above
O=C(Cc1ccccc1)Nc1ccc(NC(=O)c2ccco2)nc1
  INS promoter inh: 35	SDO1 yeast rescue: 0.47	SDO1 yeast rescue Rescue 24 h: -0.28

O=C(CN1C(=O)NC2NC(=O)NC21)NN=C1CCCC1 (stereo not given)
  INS promoter inh: -50	SDO1 yeast rescue: -0.11	SDO1 yeast rescue Rescue 24 h: -0.25

Cc1ccccc1OCC(=O)Nc1ccccc1CO
  INS promoter inh: .	SDO1 yeast rescue: -0.32	SDO1 yeast rescue Rescue 24 h: -0.52

Compound profiles, from the list above. Order of screens: INS promoter inh	SDO1 yeast rescue	SDO1 yeast rescue Rescue 24 h
Nc1ccc2c(c1)OC1(CCCCC1)O2 as listed: 15	.	.
Cc1cccc(N2CCN(C(=O)Cc3ccc(Br)cc3)CC2)c1C as listed: -8	-1.3	-0.14
COC(=O)c1sc(=S)n(-c2cc(F)ccc2F)c1N as listed: -25	2.3	1.7

(list continues)
Values in the order: INS promoter inh | SDO1 yeast rescue | SDO1 yeast rescue Rescue 24 h
> Cc1cccc(Nc2ccc(NCc3ccccc3)nn2)c1
 : -40 | . | .
> COc1ncnc2c1N[C@@](C)(O)c1c(F)c(F)c(F)c(F)c1S2
 : -3 | 0.81 | 0.26
> CSc1ccccc1NC(=O)c1cccs1
 : -14 | -0.4 | -1.1
> Cc1nc2c(=O)n(C)c(=O)n(C)c2nc1Cl
 : 18 | 0.37 | 0.9
> CCOc1ccc2nc(NS(=O)(=O)Cc3ccccc3)sc2c1
 : -33 | -0.93 | -0.89
> Cc1c(C(=O)O)oc2c3c(ccc12)OCCO3
 : . | 0.5 | 0.04
> COc1ccccc1NC(=O)Nc1ccnn1Cc1cccs1
 : . | 0.81 | 0.36
> Cc1ccc(-n2c(-c3ccccc3)c[n+]3c2CCC3)cc1
 : 14 | . | .
> CCOC(=O)C(CC)/C(C)=N/NC(=O)c1ccccc1[N+](=O)[O-] (stereo not given)
 : . | 0.43 | -0.74
> CC(=O)Nc1ccc(NC(=O)CSc2nccn2Cc2ccccc2)cc1
 : 36 | -0.13 | -0.43
> O=C(c1cnccn1)N1CCN(c2ccccc2)CC1
 : -10 | 0.39 | 0.16
> O=C(N/N=C/c1ccc2c(c1)OCO2)C1COc2ccccc2O1 (stereo not given)
 : . | 0.45 | 0.57
> COc1ccc(C(=O)Nc2nc(C)c(C)s2)cc1OC
 : 27 | -0.6 | -0.23
> CCOc1ccc(C(=O)NCC(=O)OCc2cc(C(C)=O)ccc2OC)cc1
 : . | 1.3 | 2
> Cc1cc(-n2c(C)cc(C(=O)CSc3nc4ccccc4c(=O)n3Cc3ccco3)c2C)no1
 : 11 | 1 | 1.4
> CCOc1ccc(N(CC)C(=O)CCNC(=O)Cn2ccc3ccccc3c2=O)cc1
 : 14 | 0.14 | 0.22
> COc1ccc(C2NC(=O)C(C)S2)cc1 (stereo not given)
 : 21 | 1.1 | 0.49
> C#CCN1C(=O)S/C(=C/c2cc(C)n(CC)c2C)C1=O
 : . | -0.08 | 0.43
> Cc1ccc(CNc2ccc3c(c2)ncn3C)cc1
 : -14 | 0.15 | -0.4
> COc1ccccc1N1CCN(C(=O)c2cc(-c3ccc(Br)cc3)on2)CC1
 : . | -0.89 | 0.47
> Cc1ccc(NC(=O)CSc2nnc(-c3ccncc3)n2N)cc1C
 : -29 | 0.21 | -0.32
> COc1ccc(C(=O)N2CCC(C(=O)Nc3ccc(OC)c(OC)c3)CC2)cc1
 : 7 | 0.01 | -0.4
> O=C(N=Nc1c(O)n(Cc2ccccc2)c2ccccc12)c1cc2ccccc2cc1O
 : . | -1.6 | -1
> CCN(CC)CCN(Cc1cc2cc(C)ccc2[nH]c1=O)C(=S)NCc1ccco1
 : 10 | 0.35 | -0.48
> O=C(CSc1nnnn1C1CC2CCC1C2)Nc1ccnc2ccccc12 (stereo not given)
 : 37 | 1.8 | 1.1
> CCn1c(COc2ccc(C)cc2)nnc1SCc1nc2ccccc2[nH]1
 : 29 | -0.42 | -0.89
> O=C(CNc1ccccc1)NN=C1CCCC1
 : -6 | . | .
> Cc1cc(=O)n(C(NC(=O)c2ccccc2)C(=O)c2ccccc2)cn1 (stereo not given)
 : 23 | 0.61 | 0.26
> O=C(N/N=C/c1cc2c(cc1[N+](=O)[O-])OCO2)c1ccccn1
 : -7 | . | .
> N#Cc1c(-c2ccccc2)nc(N2CCCCCC2)[nH]c1=O
 : -245 | 0.21 | 1.1
> CNC(=S)Nc1ccc(C)c(NC(=S)NC)c1
 : -45 | . | .
> COc1ccc(COc2cc(-c3cccc(OC)c3)nc3ccc(NC(=O)c4ccc(OC)cc4)cc23)cc1
 : -40 | -0.59 | 0.31
> CCN(CC)Cc1csc2ccc(Br)cc12
 : . | 0.8 | 0.41

Assay outcomes deposited in PubChem by several laboratories.
